Source: PubChem BioAssay
Rtt109 Vps75 – inhibitors of C. albicans Rtt109/Vps75 HAT, primary screen, biochemical, ThioGlo CoA-SH fluorescence, plate reader; hit rate 0.16% among 330,000; inhibition, % at 34.9 µM; Histone acetyltransferase RTT109 (Candida albicans (strain SC5314 / ATCC MYA-2876)), …; purified Rtt109/Vps75, 4 h;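 active = inhibition of at least 50% in every replicate; inconclusive = best replicate reaches 50% inhibition but some replicates fall short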
SR-BI DiI-HDL act – activators of SR-BI mediated DiI-HDL uptake, primary screen, ldlA[mSR-BI] CHO cells, DiI fluorescence. 3 h; 100 = double the neutral-control signal. activation, % at 12.5 µM. hit rate 0.096% among 320,000. AID 504775, 2011;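 active = mean replicate activation of at least 60% and every replicate at or above 60%; inconclusive = mean or all-replicate condition met, but not both; inactive = mean below 60% and not all replicates reaching 60%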;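 note: 0% = median plate neutral-control signal and 100% = twice that signal; values of inactives mirror those of a sister screen read the other way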
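Material: SR-BI-overexpressing, LDLR-lacking CHO cells | Dosing: Single compound concentration, delivered by pin transfer | Probe or stimulus: Labelled HDL, 10 µg/mL | Signal: Bottom-read cell fluorescence after medium removal, ex 550/em 595 nm | Schedule: 3 h, 37 °C | Evaluation: HDL uptake via cellular fluorescence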
Wnt act – Wnt/beta-catenin pathway activators, primary screen, cell-based, plate reader, single point; Wnt/beta-catenin reporter cell assay, activator; activation, % at 9.35 µM; hit rate 1.2% among 300,000; in the data active = activation above about 30%, passing the limit was not always enough; inconclusive = no clear call, values can overlap the other calls;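 note: 0% = neutral control wells and 100% = positive control wells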
cardiac RTF act – cardiac RTF calcium sensitivity activators, primary screen, biochemical, IANBD-TnC fluorescence, EC20 calcium. IANBD-labeled TnC RTF fluorescence at EC20 calcium; 0% EC20 calcium, 100% full calcium. hit rate 0.24% among 340,000. activation, % at 7.2 µM. Troponin I, cardiac muscle (Homo sapiens) + Troponin T, cardiac muscle (Homo sapiens) + …;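 active = activation above the mean over all tested compounds plus 3 SD, cut at about 30% in these data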;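 note: rise in fluorescence read as greater calcium sensitivity of cardiac thin filaments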
PvdQ inh – P. aeruginosa PvdQ acylase inhibitors, primary screen, biochemical, fluorescence, plate reader and imaging, single point; PvdQ acylase [Pseudomonas aeruginosa LESB58]; purified PvdQ acylase; inhibition, % at 10 µM; hit rate 0.063% among 340,000; AID 488965, 2010; in the data active = inhibition above about 30%, passing the limit was not always enough; inconclusive = no clear call, values can overlap the other calls;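 note: 0% = vehicle neutral wells and 100% = reference inhibitor wells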
dFosB activator – activators of delta FosB homodimer, primary screen, biochemical, fluorescence polarization, TAMRA-CDK5 oligo, single point; purified delta FosB; percent of positive-control signal above neutral wells; activation, % at 25 µM; hit rate 0.99% among 340,000;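 active = mean activation above about 17%, with every replicate also reaching it, limit read from the data, passing the limit was not always enough; inconclusive = only one of the two conditions met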;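 note: fluorescence polarization rise as delta FosB binds a TAMRA Cdk5 AP-1 oligo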
Target sequence (P13346 whole entry, looked up): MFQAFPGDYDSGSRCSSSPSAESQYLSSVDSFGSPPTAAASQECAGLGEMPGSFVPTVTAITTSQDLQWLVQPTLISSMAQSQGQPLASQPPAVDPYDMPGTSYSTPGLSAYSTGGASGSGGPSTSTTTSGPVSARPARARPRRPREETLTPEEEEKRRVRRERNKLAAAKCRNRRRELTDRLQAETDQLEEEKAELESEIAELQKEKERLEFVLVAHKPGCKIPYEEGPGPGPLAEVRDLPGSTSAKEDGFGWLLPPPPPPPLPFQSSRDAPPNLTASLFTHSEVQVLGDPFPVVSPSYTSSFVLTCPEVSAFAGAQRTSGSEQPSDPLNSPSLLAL
MITF act – activators of MITF-driven TRPM1 promoter reporter, primary screen, cell-based, SK-MEL-5, luciferase, single point; SK-MEL-5 TRPM1-promoter luciferase, 24 h; % of positive control, neutral wells = 0; activation, % at 12.5 µM; hit rate 0.75% among 300,000;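 active = mean activation of at least 80% with every replicate also reaching 80%; inconclusive = mean reaches 80% but some replicate falls short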;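 note: 0% = neutral control wells and 100% = parthenolide positive control wells; values of inactives mirror those of a sister screen read the other way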
CDK5 p35 inh – inhibitors of human CDK5/p35 kinase, primary screen, biochemical, single concentration; inhibition, % at 10 µM; hit rate 0.01% among 330,000; Recombinant CDK5/p35, ADP-Glo luminescence, 60 min; Cyclin-dependent kinase 5 (Homo sapiens) + Cyclin-dependent kinase 5 activator 1 (Homo …;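 active = highest replicate inhibition of at least 50% and at least 75% of replicates reaching 50%; inconclusive = only one of the two criteria met; inactive = both criteria failed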;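 note: plate controls were DMSO neutral control for no effect and GW8510 at 10 µM for full effect; many of its hits are not listed in these tables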
HTR5A ag ctr – HTR5A agonists in luminescence cell assay, primary screen, counter-screen for OPRM1-OPRD1 heterodimer agonist project, full-deck HTS; cell-based; AID 504692, 2011; hit rate 0.61% among 340,000; activation, % at 9.3 µM; in the data active = activation mostly above about 9.5%, no sharp cut-off; inactive = mostly below about 7.6%;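 note: 0% = cells with vehicle only and 100% = reference agonist; strong numbers were not always called active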
SR-BI HDL uptake – inhibitors of SR-BI mediated HDL lipid uptake, primary screen, ldlA[mSR-BI] cells, fluorescence, single point; ldlA[mSR-BI] CHO cells, DiI-HDL uptake fluorescence, 3 h; hit rate 0.96% among 320,000; Scavenger receptor class B member 1 (Mus musculus), Q61009; inhibition, % at 12.5 µM;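 active = mean replicate inhibition of at least 70% and a set share of replicates each scoring 70 or more; inconclusive = meets just one of the two criteria; inactive = fails both criteria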;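 note: 0% = median of neutral control wells and 100% = median of positive control wells; values of inactives mirror those of a sister screen read the other way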
Target sequence (Q61009 whole entry, looked up): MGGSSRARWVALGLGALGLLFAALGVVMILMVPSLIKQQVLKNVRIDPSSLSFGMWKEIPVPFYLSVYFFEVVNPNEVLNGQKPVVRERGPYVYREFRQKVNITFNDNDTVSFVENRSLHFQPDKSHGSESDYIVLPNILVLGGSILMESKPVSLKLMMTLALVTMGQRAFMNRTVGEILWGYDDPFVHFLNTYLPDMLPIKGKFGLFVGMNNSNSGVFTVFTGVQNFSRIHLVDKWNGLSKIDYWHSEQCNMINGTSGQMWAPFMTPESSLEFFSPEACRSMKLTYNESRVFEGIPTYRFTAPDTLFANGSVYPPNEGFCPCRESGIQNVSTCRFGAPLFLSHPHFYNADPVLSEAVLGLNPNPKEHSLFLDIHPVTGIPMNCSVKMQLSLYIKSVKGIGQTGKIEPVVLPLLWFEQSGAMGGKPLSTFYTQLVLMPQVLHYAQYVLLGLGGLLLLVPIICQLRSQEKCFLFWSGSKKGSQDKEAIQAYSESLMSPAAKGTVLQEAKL
The depositor's hits bear a star; ? = inconclusive; · = no result given.

Molecule	Rtt109 Vps75	SR-BI DiI-HDL act	Wnt act	cardiac RTF act	PvdQ inh	dFosB activator	MITF act	CDK5 p35 inh	HTR5A ag ctr	SR-BI HDL uptake
CCCC/C(O)=N\S(=O)(=O)c1ccc(N=NN(C)C)cc1	-6.9	-5.4	-1.4	-2.4	-13.9	-9.7	7.2	-0.3	0.7	5.4
C[C@@H](NC(=O)c1[nH]cnc1C(=O)Nc1ccc(Cl)cc1)c1ccccc1	1.9	-14.3	-7.0	-2.9	6.7	1.7	-7.7	-0.9	1.1	14.3
COC(C/C=C\[C@@H](O)[C@H](C)OCc1ccccc1)OC	14.3	11.5	-0.9	-3.5	-3.9	4.7	13.3	0.8	-2.5	-11.5
CC(C)CC(=O)Nc1cc([N+](=O)[O-])ccc1Cl	1.3	-4.3	-1.9	1.3	-11.4	-0.4	2.6	-1.4	-0.2	4.3
CCC(CC)NC(=O)COC(=O)c1cc(SC)ccc1Cl	0.3	26.8	-1.9	·	-9.7	4.3	-15.6	-6.3	·	-26.8
CCOC(=O)C1=C(CC)Nc2ccccc2N/C1=N\S(=O)(=O)c1ccc(C(=O)OCC)cc1	-5.9	-3.5	-0.8	0.5	-4.0	-8.3	-14.6	-1.0	1.6	3.5
Cc1ccc2cc(C(c3nnnn3C3CCCC3)N(Cc3ccccc3)Cc3ccco3)c(=O)[nH]c2c1 (stereo not given)	4.8	23.5	-3.5	0.9	-6.0	-8.2	1.7	1.4	-1.5	-23.5
O=C1N/C(=N/NC(=O)c2cccc3ccccc23)S/C1=C\c1ccccc1OCc1ccccc1	-1.0	-13.1	-0.4	-0.8	-9.4	-11.3	2.8	1.1	-2.6	13.1
CN(C)S(=O)(=O)c1ccc(NC(=O)CSc2nnc(-c3ccco3)n2N)cc1	-4.0	19.7	-1.0	-3.3	3.9	0.7	13.0	-0.9	3.8	-19.8
COc1cc(C(C)=O)ccc1Oc1ncccn1	6.9	·	0.0	-0.4	2.3	-2.4	4.8	-2.1	5.0	·
CCCC(=O)Nc1ccc2c(c1)COC2=O	0.4	12.5	-3.0	-4.5	-5.8	-0.2	4.0	1.1	-3.8	-12.5
CN(Cc1cccs1)C(=O)COC(=O)CNC(N)=O	-1.0	20.2	-1.3	6.3	-25.9	-6.5	5.8	-2.2	0.7	-20.2
O=C(NCc1ccc(F)cc1)c1cc2c(cc1Cl)N1CCCCCC1=NS2(=O)=O	4.1	12.3	-0.6	-2.5	9.7	4.3	8.6	-0.6	0.6	-12.3
COc1ccc(CN(C)CC(=O)c2c(N)n(Cc3ccccc3)c(=O)n(C)c2=O)c(OC)c1	·	13.4	4.1	2.8	-2.6	-8.8	13.4	-0.1	-2.0	-13.4
O=C1C=C(c2ccccc2)OC(=O)C1C(=O)c1ccccc1 (stereo not given)	·	33.8	-3.3	-3.4	12.5	-10.3	4.7	7.5	-3.5	-33.8
CC1CCC(NC(=O)c2ccc(NS(=O)(=O)c3ccc4[nH]c(=O)[nH]c4c3)cc2)CC1 (stereo not given)	-9.7	-16.4	22.7	-4.8	-7.6	-6.5	98.0*	2.0	5.3	16.4
Cc1nc(Cl)sc1C(=O)NC(C)c1ccc(Cl)cc1 (stereo not given)	-7.0	28.9	-1.0	-8.7	-5.4	-3.3	5.2	·	5.3	-28.9
COc1ccccc1C(=O)NCC(=O)OC(C)C(=O)NC1CCCCC1C (stereo not given)	1.4	13.9	1.9	-5.0	6.0	-0.7	-1.5	0.6	-1.6	-13.9
Cc1cccnc1CN1CCN(Cc2nc(Cc3cccc(F)c3)no2)CC1	-0.3	·	-3.6	-4.2	-0.9	-7.1	-6.8	-0.7	2.3	·
NNS(=O)(=O)c1ccc2c(c1)Cc1cc(S(=O)(=O)NN)ccc1-2	1.9	4.7	-1.1	-3.2	3.1	-0.5	-0.8	0.5	11.6*	-4.7
COC(=O)c1ccc(C2C(C#N)=C(N)Oc3cc(N)ccc32)cc1 (stereo not given)	-2.0	-14.3	-1.1	-1.6	1.4	-1.3	·	-0.8	-1.4	14.3
COc1ccc(S(=O)(=O)N2CC(=O)Nc3ccccc32)cc1F	-6.5	14.5	0.5	0.7	-8.8	0.5	-1.7	0.0	0.9	-14.5
CCN(c1ccccc1)S(=O)(=O)c1ccc(OC)c(NC(=O)c2ccccc2OC)c1	-0.6	-12.0	-2.6	-9.3	-13.0	-10.5	15.7	-3.2	0.8	12.0
Cc1ccc(S(=O)(=O)Nc2c(C)[nH]c(=O)[nH]c2=O)cc1C	7.3	-14.3	-2.3	2.7	-7.8	-4.6	-5.3	0.9	2.6	14.3
COc1ccc2cc(OCC(=O)NNC(=O)Nc3ccc(C(C)=O)cc3)ccc2c1	10.4	1.7	1.8	2.6	-17.1	99.3*	42.6	2.4	-0.1	-1.7
CCOC(=O)C1CCCN(C(=O)c2cc(-c3ccccc3)on2)C1 (stereo not given)	-4.6	1.5	23.0	-1.5	-4.4	-10.0	12.5	-1.8	1.4	-1.5
O=C(CSc1nnnn1Cc1ccccc1)NC1CCCCC1	-23.0	0.8	-1.9	-1.6	-10.6	-5.7	-16.1	-0.8	-2.9	-0.8
CCOC(=O)c1cccc(NC(=O)CCNS(=O)(=O)c2cc(Br)cnc2N)c1	-2.6	-12.8	-0.5	-5.1	-2.3	-2.0	10.7	0.1	-2.2	12.8
OC(CNCc1ccco1)COc1ccccc1 (stereo not given)	3.0	2.6	·	0.5	-4.2	11.8	-7.5	0.2	-5.4	-2.6
Cc1cc(OCc2cc(C(=O)N3CCCCCC3)no2)cc(C)c1Cl	-3.6	-5.4	34.7*	1.4	-8.2	-15.8	?	-3.8	1.7	5.4
O=C(CCSc1ccccc1)NCCN1CCOCC1	12.9	5.8	·	5.2	5.5	5.4	-4.0	0.0	3.1	-5.8
Cc1nn(-c2ccccc2)c2c1C1(C(=O)N(C(C)C)c3ccccc31)C(C#N)=C(N)O2 (stereo not given)	10.7	29.7	·	-3.0	-3.8	-2.8	-25.5	2.4	0.3	-29.7
N/C(=N\OC(=O)CCCc1ccccc1)c1cccnc1	6.5	5.7	·	1.1	-13.6	7.2	6.7	-1.4	-1.0	-5.7
O=C(Nc1cc2ccccc2oc1=O)c1ccccc1	-0.7	1.1	-3.1	·	-13.8	-4.6	-63.0	2.0	·	-1.1
O=C(NCCc1ccccc1)C1COc2ccccc2O1 (stereo not given)	-5.7	14.2	4.0	2.7	-9.5	0.7	·	-0.1	1.9	-14.2
Cc1c(C)n(CC(O)CN2CCOCC2)c2ccccc12 (stereo not given)	-5.9	1.5	-3.4	0.7	-10.6	-0.9	-12.5	-4.3	-1.3	-1.5
COc1ccc(NC(=O)CCc2nc(-c3ccccc3F)no2)cc1	10.4	·	0.1	-0.2	5.2	-1.0	2.7	2.0	5.9	·
CCc1c(O)nc(SCC(=O)Nc2ccc(OC)cc2)n(C2CCCCC2)c1=O	2.8	12.5	-1.4	-3.1	-8.3	-6.3	4.4	-0.8	-1.9	-12.5
O=C(CSc1nnc(COc2ccccc2)o1)c1ccccc1	9.4	26.9	·	1.8	-13.5	-3.8	1.4	-0.5	-1.0	-26.9
S=c1[nH]c2ccccc2n1CCOc1ccccc1	-9.7	-1.2	1.2	-1.2	-15.0	-13.5	-0.8	0.7	-0.7	1.2
CC(=O)C[C@@H](O)CC(=O)[C@@H]1OC(=O)CC/C=C\Cc2ccccc21	5.9	10.9	-0.1	-2.6	17.5	-10.2	·	-0.9	7.0	-10.9
Cc1ccccc1NC(=O)CN(C)S(=O)(=O)c1cccs1	9.8	14.1	2.9	-7.6	-1.3	-2.8	0.9	0.0	3.6	-14.1
Cc1cc(C)nc(NS(=O)(=O)c2ccc(NC(=O)C3COc4ccccc4O3)cc2)n1 (stereo not given)	14.8	16.7	0.2	·	4.6	2.4	17.5	-0.6	·	-16.7
O=C(c1ccc2nc[nH]c2c1)N1CCc2ccccc2C1	-3.8	-3.6	-0.1	0.6	-9.9	-0.7	-8.5	1.9	-0.8	3.6
O=S1(=O)C=C(SCc2ccccc2)Nc2ccccc21	-1.0	8.9	·	3.9	-2.1	-5.3	12.7	-0.3	0.3	-8.9
COc1ccc(C(C)=O)cc1COC(=O)CCCN1C(=O)c2ccccc2C1=O	0.3	-1.8	-0.6	4.1	5.8	-8.0	11.6	0.1	7.7	1.8

Entries of single compounds from above.
O=C(NCCc1ccccc1)C1COc2ccccc2O1 (stereo not given) in the list: Rtt109 Vps75: -5.7; SR-BI DiI-HDL act: 14.2; Wnt act: 4.0; cardiac RTF act: 2.7; PvdQ inh: -9.5; dFosB activator: 0.7; MITF act: ·; CDK5 p35 inh: -0.1; HTR5A ag ctr: 1.9; SR-BI HDL uptake: -14.2
Cc1ccccc1NC(=O)CN(C)S(=O)(=O)c1cccs1 in the list: Rtt109 Vps75: 9.8; SR-BI DiI-HDL act: 14.1; Wnt act: 2.9; cardiac RTF act: -7.6; PvdQ inh: -1.3; dFosB activator: -2.8; MITF act: 0.9; CDK5 p35 inh: 0.0; HTR5A ag ctr: 3.6; SR-BI HDL uptake: -14.1
